# LYP phosphatase: inhibitors of LYP phosphatase, biochemical, fluorescence intensity, uHTS (AID 1779); 0.054% of 290,000 active; recombinant LYP phosphatase, fluorescence intensity; higher % means a stronger effect; Tyrosine-protein phosphatase non-receptor type 22 (Homo sapiens); one-dose inhibition, % at 11.5 µM; IC50 in µM for titrated hits;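 note: plate controls were vehicle with enzyme for no effect and no enzyme for full effect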
# Myeloid diff MLP: induction of myeloid progenitor differentiation, primary screen, cell-based, flow cytometry, MLPCN library. ER-HoxA9 myeloid progenitors, lysozyme-GFP differentiation. calls only at 10 µM. 1% of 360,000 active;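 active = normalized GFP-positive differentiation at or above the plate's own cutoff, the solvent-only control mean plus 3 SD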;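 note: cells exposed to compound for four days before flow analysis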
# KOR beta-arrestin-1: KOR agonists, beta-arrestin recruitment, primary screen, cell-based, luminescence, uHTS (AID 1777) | one-dose activation, % at 10 µM; EC50 in µM for titrated hits | KOR beta-arrestin recruitment, luminescence; higher % means a stronger effect | 0.02% of 280,000 active; in the data active = activation above about 50%, passing the limit was not always enough; note: a part of the inactive calls stands beside numbers as strong as those of hits
# KOR beta-arrestin-2: KOR antagonists, beta-arrestin recruitment, cell-based, luminescence, uHTS (AID 1778) | Kappa-type opioid receptor (Homo sapiens) | 0.091% of 290,000 active | inhibition, % at 10 µM, or IC50 in µM where a hit was titrated | KOR beta-arrestin recruitment, luminescence, antagonist mode; higher % means a stronger effect; note: strong numbers were not always called active
# PhoP inhibition: inhibitors of PhoP regulon expression, primary screen, Salmonella Typhimurium, GFP reporter (AID 1863). S. Typhimurium PhoP-regulated promoter GFP reporter, 4 h; higher % means a stronger effect. inhibition, % at 50 µM, or IC50 in µM where a hit was titrated. 0.16% of 300,000 active;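 active = inhibition over 29.93%, a cutoff 3 SD above the screen mean, later confirmed by dose response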;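 note: 0% = low Mg2+ inducing control and 100% = high Mg2+ repressing control; strong numbers were not always called active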
# NOD1 NF-kB reporter: NOD1 signaling inhibitors, primary screen, cell-based, luminescence, uHTS (AID 1578); inhibition, % at 4 µM, or EC50 in µM where a hit was titrated; NOD1-driven NF-kB luciferase reporter cells, luminescence; higher % means a stronger effect; 1% of 290,000 active; in the data active = inhibition mostly above about 36%, no sharp cut-off; inactive = mostly below about 34%;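 note: HEK-293T reporter cells stimulated with the NOD1 agonist gamma-tri-DAP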
# HEK293 NOD2/NF-kB: NOD2 signaling inhibitors, cell-based, luminescence, uHTS, HEK293 (AID 1566); HEK293 NOD2/NF-kB luciferase reporter, luminescence; higher % means a stronger effect; 0.63% of 290,000 active; inhibition, % at 4 µM; hits with a dose series show EC50 in µM; note: many of its hits are not listed in these tables
# HIV fusion peptide: inhibitors of HIV fusion peptide binding, primary screen, biochemical, uHTS, fluorescence dequenching (AID 1986); cell-free peptide binding, fluorescence dequenching, 30 min; higher % means a stronger effect; inhibition, % at 20 µM; hits with a dose series show IC50 in µM; 0.3% of 290,000 active; in the data active = inhibition mostly above about 52%, no sharp cut-off; inactive = mostly below about 76%; note: some results filed as inactive read as strong as hits
# SIAH1 antagonists: Siah-1 peptide-binding antagonists, primary screen, biochemical, fluorescence polarization, rhodamine-plectin, uHTS (AID 1817). E3 ubiquitin-protein ligase SIAH1 (Homo sapiens). Siah-1 / rhodamine-plectin peptide fluorescence polarization; higher % means a stronger effect. one-dose displacement, % at 20 µM; IC50 in µM for titrated hits. 0.02% of 290,000 active;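 active = displacement of at least 50% at 20 µM, with a fluorescence ratio check between 0.3 and a set limit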;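 note: plate controls were Siah plus tracer with DMSO for no effect and tracer alone without Siah for full effect; strong numbers were not always called active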
# Myeloid diff MLP GFP+ MAC1+ %: further read-out of Myeloid diff MLP, marked with its call; GFP+ MAC1+ double positive, %; measured here: differentiation confirmed by MAC1 staining
# * marks the source's active call; other numbers are inactive results; i = inactive; . = not tested or not shown; [ ] = remark or other dose. Cut-off read from the data, not from the text of the source, unless noted: active = inhibition above about 50%; inactive = the rest. An excerpt; rates above refer to the full screens.
# Sample of the layout, 3 compounds:
cpd	molecule	LYP phosphatase	Myeloid diff MLP	Myeloid diff MLP GFP+ MAC1+ %	KOR beta-arrestin-1	KOR beta-arrestin-2	PhoP inhibition	NOD1 NF-kB reporter	HEK293 NOD2/NF-kB	HIV fusion peptide	SIAH1 antagonists
1	CCC(=O)Nc1ccc(-c2nc(-c3ccccc3)n(CC(=O)N3CCCCC3)n2)cc1	-0.9%	i	0.9	-2.2%	5.0%	-2.1%	-14.8%	-3.3%	0.7%	4.9%
2	Clc1cccc(Nc2nc(N3CCOCC3)nc(N3CCOCC3)n2)c1	-10.2%	i	3.0	0.4%	-14.5%	-7.0%	8.0%	14.5%	1.8%	-3.8%
3	CC(C)C(=O)NCC(c1cccs1)S(=O)(=O)c1ccc(F)cc1 (stereo not drawn)	-9.3%	i	3.6	3.8%	-31.3%	1.5%	-4.7%	-23.4%	-0.9%	9.3%

# The whole of this part, repeating the preview:
cpd	molecule	LYP phosphatase	Myeloid diff MLP	Myeloid diff MLP GFP+ MAC1+ %	KOR beta-arrestin-1	KOR beta-arrestin-2	PhoP inhibition	NOD1 NF-kB reporter	HEK293 NOD2/NF-kB	HIV fusion peptide	SIAH1 antagonists
1	CCC(=O)Nc1ccc(-c2nc(-c3ccccc3)n(CC(=O)N3CCCCC3)n2)cc1	-0.9%	i	0.9	-2.2%	5.0%	-2.1%	-14.8%	-3.3%	0.7%	4.9%
2	Clc1cccc(Nc2nc(N3CCOCC3)nc(N3CCOCC3)n2)c1	-10.2%	i	3.0	0.4%	-14.5%	-7.0%	8.0%	14.5%	1.8%	-3.8%
3	CC(C)C(=O)NCC(c1cccs1)S(=O)(=O)c1ccc(F)cc1 (stereo not drawn)	-9.3%	i	3.6	3.8%	-31.3%	1.5%	-4.7%	-23.4%	-0.9%	9.3%
4	Cn1c2c(c(=O)n3ncnc13)CCCC2	-5.1%	i	1.2	4.8%	0.8%	-2.4%	-10.2%	-1.1%	-0.2%	3.3%
5	COC(=O)c1cc(CN2CCN(c3ccccc3)CC2)ccc1O	-10.9%	i	0.1	4.2%	-15.6%[20 µM]	-3.7%	-21.0%	15.2%	0.9%	4.0%
6	COc1cc(OC)cc(C(=O)NCC(=O)OCC(=O)C(C)(C)C)c1	-9.2%	i	0.7	9.6%	-19.6%	-11.4%	-17.5%	-11.6%	0.3%	2.4%
7	COc1cc(NC(=O)c2ccccc2)c(OC)cc1Cl	-1.9%	i	0.4	-6.7%	-4.9%	0.8%	-16.7%	-0.5%	-1.3%	8.0%
8	Cc1cc(C)nc(SCC(=O)Nc2cccc(S(=O)(=O)N(C)C)c2)n1	0.8%	i	0.5	0.5%	-9.0%	-3.3%	-14.8%	22.7%	1.0%	1.8%
9	COc1cc(/C=C/C(=O)N2CCc3ccccc3C2)cc(OC)c1OC	-3.6%	i	0.4	-2.7%	-23.4%	-2.6%	-6.6%	11.1%	0.3%	-1.9%
10	COc1ccc(/C=N/N2CCOCC2)cc1COc1ccc(Cl)cc1	-5.0%	i	0.4	7.1%	-14.1%	-2.1%	-11.8%	-1.1%	0.7%	-2.8%
11	Cc1ccc(CS(=O)(=O)Cc2ccc(C(=O)NCc3cccs3)o2)cc1	-6.3%	i	0.1	-3.5%	6.4%	7.7%	-0.9%	11.9%	-0.1%	7.4%
12	C/C=C/COc1nc2c(c(=O)n(C)c(=O)n2C)n1C	-4.2%	i	1.0	-5.3%	2.4%	-11.9%	-30.4%	3.6%	-1.5%	0.1%
13	Cn1c(=O)n(Cc2ccccc2)c(=O)c2c1nc1n2CCCN1Cc1ccccc1	-1.4%	i	0.6	-1.1%	-17.7%	-3.8%	-20.6%	9.1%	-4.2%	-2.3%
14	O=C(CSc1nccc(=O)[nH]1)Nc1ccc(F)c(Cl)c1	1.7%	i	0.1	2.7%	14.4%	-6.7%	-30.8%	-5.3%	3.9%	-0.7%
15	O=C1c2ccccc2C(=O)N1CCOc1ccccc1Cl	-3.7%	.	.	7.4%	6.2%	0.7%	-32.4%	-36.0%	0.3%	2.4%
16	O=C(Nc1ccc2ccccc2c1)c1cccnc1	-14.6%	i	1.7	-2.8%	-35.4%	16.0%	-47.5%	-47.4%	-0.9%	-3.0%
17	C/C(=N\NC(=O)c1cc(C)nc2ccc(C)cc12)c1ccncc1	-9.7%	i	1.2	1.4%	6.7%	-0.2%	-28.7%	6.7%	0.2%	-4.8%
18	O=C(/C=C\Nc1ccccc1Br)c1ccc2c(c1)OCO2	-7.3%	i	0.1	2.9%	-6.1%	-1.4%	59.6%*	-106.3%	-0.6%	35.1%
19	CCC(C)(C(=O)NC1CCCC1)N(C(=O)c1cnccn1)c1ccccc1 (stereo not drawn)	1.9%	i	1.6	-12.3%	8.8%	-6.2%	-4.7%	-1.3%	2.8%	-1.2%
20	COc1ccc(CNC(=O)c2cc3cc(OC)ccc3oc2=O)cc1	-11.4%	i	0.4	-0.9%	-93.8%[20 µM]	-7.3%	-4.9%	-5.9%	4.3%	7.7%
21	O=C(N/N=C/C=C/c1ccccc1)C1CC1c1ccccc1 (stereo not drawn)	7.1%	i	1.2	-2.5%	-4.3%	5.3%	-27.7%	5.8%	-2.8%	2.5%
22	CN(Cc1ccon1)Cc1cn(C)nc1-c1cccc(Cl)c1	-3.2%	i	0.3	.	-10.8%[20 µM]	3.5%	-5.5%	8.4%	-0.8%	-8.1%
23	O=C(/C=C\Nc1cccc(F)c1)c1ccc2c(c1)OCO2	-2.6%	i	1.3	-8.5%	-6.3%	-0.5%	20.7%	-177.4%	3.2%	3.1%
24	COc1cccc(CC(=O)N[C@@H](CCSC)c2nc3ccccc3[nH]2)c1	-7.4%	i	1.2	-3.7%	9.3%	-9.5%	-32.6%	15.6%	-0.5%	-4.9%
25	CN(C)CCN(C(=O)c1ccc(S(=O)(=O)N(C)C)cc1)c1nc2cc3c(cc2s1)OCCO3	5.1%	i	0.1	-1.1%	-14.9%	-2.7%	-33.3%	-18.3%	0.8%	-0.8%
26	N/C(=N\OC(=O)c1ccccc1Cl)c1ccc(Cl)cc1	9.4%	i	0.8	-3.1%	25.6%	4.8%	-14.8%	-108.7%	-1.1%	14.7%
27	COc1cc(CNc2ccccc2SC)cc(OC)c1OC	-8.1%	i	3.4	-0.2%	-11.1%	8.8%	17.9%	21.1%	-0.3%	3.1%
28	CCOC(=O)C1C(=O)NC(N2CCCCC2)=NC1c1ccccc1 (stereo not drawn)	-4.1%	i	0.6	2.6%	10.8%	-6.1%	-23.7%	14.1%	0.9%	1.2%
29	CN1CCCN=C1/C=C/c1cccs1	-5.6%	i	0.0	4.8%	-4.3%	-7.1%	-40.6%	-1.1%	0.5%	1.1%
30	O=C(NC(=S)Nc1ccc(N2CCN(C(=O)c3ccccc3)CC2)cc1)c1cccs1	-0.7%	i	0.4	-6.1%	-31.2%[20 µM]	-14.4%	-13.1%	26.3%	-0.9%	7.9%
31	C=CCN(c1ccccc1)S(=O)(=O)c1cc2c(cc1C)NC(=O)CO2	-10.4%	i	1.4	-4.6%	26.1%[20 µM]	.	-3.9%	9.3%	-1.0%	-1.0%
32	COCCNC(=O)C1CCN(Cc2cccc(OCc3ccccc3)c2)CC1	-6.9%	i	0.3	-4.4%	-1.2%[20 µM]	-6.8%	35.1%	2.9%	0.4%	3.6%
33	O=C(Cn1nnc2ccccc21)N/N=C\C=C\c1ccccc1	0.1%	i	0.9	1.1%	-12.7%	-4.5%	7.8%	10.4%	1.4%	1.6%
34	CCc1cccc(CC)c1NC(=S)NCC(c1cccnc1)N1CCOCC1 (stereo not drawn)	-3.6%	i	0.2	-3.0%	-2.9%	-15.0%	-7.4%	10.3%	-1.7%	-2.6%
35	Cc1cccc(C)c1OCc1nc2ccccc2c(=O)n1/N=C/c1c[nH]c2ccccc12	6.6%	i	0.8	-4.6%	17.8%	-3.4%	-31.6%	3.9%	-1.6%	0.0%
36	C/C(=N/NC(=O)CNC(=O)COc1ccccc1)c1ccc(Cl)cc1	-8.3%	i	1.1	0.7%	-44.5%	-9.8%	-25.1%	16.2%	4.1%	6.8%
37	Cc1onc(-c2c(F)cccc2Cl)c1-c1nnc(-c2cccc3ccccc23)o1	-6.3%	i	0.2	39.3%	-40.2%	-10.5%	-9.1%	8.1%	0.0%	6.4%
38	COc1ccc(Cl)cc1C(=O)NCc1cn(C)nc1C	-3.1%	i	3.6	-2.5%	7.6%	-1.7%	5.6%	-0.5%	-1.8%	0.1%
39	COc1ccc(Cc2nnc(NC(=O)c3ccc(OC(C)=O)cc3)s2)cc1OC	-10.5%	i	1.0	-5.1%	15.2%	-0.1%	-16.4%	7.1%	-0.1%	-2.6%
40	O=C(Nc1cccc2c1CCCC2)c1ccco1	-4.8%	i	1.8	4.0%	-27.5%	4.4%	2.4%	2.3%	-2.6%	-4.8%
41	Cc1cccc(-n2nnc3c(=O)n(CC(=O)Nc4cc(C)on4)cnc32)c1	-6.6%	i	0.4	-6.4%	-8.1%	6.1%	-34.2%	-0.4%	0.9%	9.4%
42	CCOC(=O)N1CCN(S(=O)(=O)c2ccc(C(=O)NNc3nc4c(C)cccc4s3)cc2)CC1	1.5%	i	4.2	1.9%	-12.5%	0.0%	-15.5%	21.4%	2.4%	-5.5%
43	COC(=O)c1ccc(NC(=O)CN(C2CCCCC2)S(C)(=O)=O)cc1	-5.3%	i	1.0	1.9%	17.0%	13.7%	-3.1%	4.5%	0.1%	-0.2%
44	CC1CCC(NC(=O)c2ccc(S(C)(=O)=O)cc2)CC1 (stereo not drawn)	-6.5%	i	0.1	-1.9%	17.4%	-1.2%	-24.1%	1.5%	0.3%	4.2%
45	Cn1nccc1NC(=O)COCC(=O)O	0.4%	i	0.9	-0.3%	11.0%	-6.7%	-12.2%	9.8%	-1.0%	-1.0%
46	COc1ccc(-c2cc(C(=O)NC(C(=O)O)C(C)C)c(C)o2)cc1OC (stereo not drawn)	-2.6%	i	0.9	25.8%	0.3%	-5.4%	-33.1%	-20.4%	0.0%	-11.8%
47	O=C(COC(=O)c1ccccc1F)NC1CCCC1	-0.5%	i	0.6	1.8%	3.7%	-2.7%	-11.7%	-25.2%	-1.3%	2.8%
48	COc1cc(Br)c(CC(=O)NC2CC2)cc1OC	-6.0%	i	0.4	-0.9%	-12.2%	-6.8%	19.7%	-26.6%	-0.9%	2.5%
49	CSCCC(=O)N1CCC(n2nccc2NC(=O)CCCc2ccccc2)CC1	-13.7%	i	0.6	-4.0%	6.3%	4.6%	-0.9%	0.3%	-1.0%	-2.4%
50	CCOC(=O)C1CCCN(c2c(NCCC(C)C)c(=O)c2=O)C1 (stereo not drawn)	-1.6%	i	0.3	-0.5%	8.9%	-7.0%	-7.1%	5.8%	0.6%	-1.4%
51	CCN(CC(=O)Nc1ccc(NC(C)=O)cc1)C(=O)COc1ccccc1Cc1ccccc1	-4.6%	i	1.1	1.0%	-7.8%	-5.1%	-5.7%	9.7%	0.8%	0.8%
52	CC(=O)Nc1ccc(OC(=O)Oc2ccc(NC(C)=O)cc2)cc1	2.0%	i	0.3	4.5%	-13.0%	-2.8%	0.1%	-98.1%	-0.9%	-4.5%
